LmPK inhibitor: inhibitors of Leishmania mexicana pyruvate kinase; Potency, µM (series often up to 57.5 µM), for inactives: at the highest dose activity change, negative = inhibition, most hits filed as inhibitors; purified LmPK, Kinase-Glo ATP luminescence, 1 h; Q27686; actives 0.37% (n = 290,000); further: potency means the concentration at half of the fitted maximal effect
Target sequence (Q27686 whole entry, looked up): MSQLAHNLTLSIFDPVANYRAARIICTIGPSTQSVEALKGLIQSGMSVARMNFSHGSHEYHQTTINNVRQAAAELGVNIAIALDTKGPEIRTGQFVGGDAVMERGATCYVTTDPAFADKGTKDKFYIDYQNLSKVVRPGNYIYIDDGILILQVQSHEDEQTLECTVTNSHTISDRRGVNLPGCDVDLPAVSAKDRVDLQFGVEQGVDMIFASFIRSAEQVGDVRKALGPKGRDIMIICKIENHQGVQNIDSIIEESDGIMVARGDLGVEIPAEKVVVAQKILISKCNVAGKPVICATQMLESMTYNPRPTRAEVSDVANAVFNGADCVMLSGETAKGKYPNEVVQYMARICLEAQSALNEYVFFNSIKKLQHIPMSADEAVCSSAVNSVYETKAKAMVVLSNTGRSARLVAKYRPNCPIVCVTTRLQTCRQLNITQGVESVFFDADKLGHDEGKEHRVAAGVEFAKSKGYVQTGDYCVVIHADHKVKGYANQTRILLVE
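0.1 nM LmPK, 0.5 mM PEP, 0.1 mM ADP; 50 mM imidazole pH 7.2, 7 mM MgCl2, 50 mM KCl; 1 h RT. Kinase-Glo luminescence readout, normalized to no-enzyme (full inhibition) and uninhibited wells.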
AmpC inh detg: inhibitors of E. coli AmpC beta-lactamase with detergent; P00811; AmpC hydrolysis of nitrocefin, absorbance 480 nm, 0.01% Triton; Potency, µM (highest dose often 114 µM), for inactives: at the top dose activity change, negative = inhibition, actives largely listed as inhibitors; actives 0.041% (n = 370,000); AID 485294;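 further: potency means the concentration at half of the fitted maximal effect; 0% = no-compound wells and -100% = no-enzyme wells; nearly all actives have a fitted effect of over 25% in size; some results filed as inactive show a strong effect at the top dose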
Target sequence (P00811 whole entry, looked up): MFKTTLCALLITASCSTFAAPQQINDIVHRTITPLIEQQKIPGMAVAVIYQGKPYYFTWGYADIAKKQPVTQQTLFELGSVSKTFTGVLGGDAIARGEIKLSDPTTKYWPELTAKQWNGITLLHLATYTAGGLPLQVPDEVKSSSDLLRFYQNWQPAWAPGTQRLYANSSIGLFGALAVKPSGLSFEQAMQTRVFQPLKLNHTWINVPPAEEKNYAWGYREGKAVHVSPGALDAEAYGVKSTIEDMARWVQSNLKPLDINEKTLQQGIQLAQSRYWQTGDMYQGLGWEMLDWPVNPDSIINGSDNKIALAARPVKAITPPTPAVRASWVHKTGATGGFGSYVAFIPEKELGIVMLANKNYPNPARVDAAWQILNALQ
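20 mM phosphate pH 7.0 + 0.01% (detergent screen) or 0.0001% Triton X-100; 5.3 nM AmpC reagent; cpd preinc 15 min RT; nitrocefin (800 uM stock) to start; A480 q20 s × 4 min; Activity was normalised to no-enzyme and no-compound control wells.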
AmpC no deterg: blocks E. coli AmpC beta-lactamase in detergent-free assay. actives 0.52% (n = 330,000). Potency, µM (titrated, usually from 57.1 µM), inactives show at the top dose activity change, negative = inhibition, actives largely listed as inhibitors. AmpC nitrocefin hydrolysis, absorbance 480 nm, 0.0001% Triton. P00811;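 further: potency means the concentration at half of the fitted maximal effect; plate controls were no compound for no effect and no enzyme for full effect; nearly all actives have a fitted effect of over 20% in size; some results filed as inactive show a strong effect at the top dose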
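AmpC (5.3 nM in the dispensed reagent) in 20 mM phosphate pH 7.0 with 0.01% (detergent screen) or 0.0001% Triton X-100 was preincubated with compounds for 15 min at room temperature. Nitrocefin was then added from an 800 uM solution, and hydrolysis was followed at 480 nm.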
Tb PYK inh: blocks Trypanosoma brucei pyruvate kinase | TbPYK enzyme, Kinase-Glo Plus ATP luminescence, 45 min | actives 0.12% (n = 410,000) | Q57TT1 | AID 624173 | Potency, µM (top dose mostly 76.8 µM), for the others: at the top dose activity, negative = inhibition, actives largely listed as inhibitors; further: potency means the concentration at half of the fitted maximal effect; nearly all actives have a fitted effect of over 50% in size
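Quantitative HTS: titrated library compounds versus trypanosomal pyruvate kinase in TEA buffer (pH 7.2) containing KCl, MgCl2, BSA and Tween-20. Reactions were initiated with ADP, 130 uM final. Kinase-Glo Plus luminescence was read after 45 min at RT.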
HCMV inh: inhibitors of human cytomegalovirus. HFF cells, HCMV-luciferase reporter, 72 h; stronger effect = lower value. activity change, negative = inhibition, % at 57.5 µM. actives 4.5% (n = 410,000); in the data active means activity change below about -60%; inconclusive means no clear call, values can overlap the other calls; inactive means above about -39%
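Cell-based, HFFs, 1000 cells/well, 16 h 37C; cpds in DMSO + HCMV-luc, MOI 1 PFU/cell; 72 h 37C; OneGlo luminescence after 5 min RT; norm. to buffer vs Salinomycin 10uM.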
AMA1-RON2 inh: AMA1-RON2 (P. falciparum) interaction inhibition. AlphaScreen AMA1-biotinylated RON2 peptide binding. actives 0.2% (n = 360,000). Potency, µM (titrated, usually from 58.2 µM), without a hit: at the highest dose activity change, negative = inhibition, most hits filed as inhibitors;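 further: potency means the concentration at half of the fitted maximal effect; 0% = vehicle wells and -100% = peptide control; nearly all actives have a fitted effect of over 45% in size; some results filed as inactive show a strong effect at the top dose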
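AMA1 (3D7) with his tag at 25 nM final met compounds first, then biotinylated RON2 peptide at 25 nM; detection used donor plus acceptor beads, 10 µg/mL apiece, read by AlphaScreen after 30 min at room temperature.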
Sm TGR inh: blocks Schistosoma mansoni thioredoxin glutathione reductase. actives 3% (n = 360,000). purified TGR, DTNB reduction, TNB absorbance 405 nm. Q962Y6. Potency, µM (titrated, usually from 114 µM), for inactives: at the top dose activity change, negative = inhibition, usual class: inhibitors; further: potency means the concentration at half of the fitted maximal effect; nearly all actives have a fitted effect of over 60% in size
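Kinetic colorimetric format: TGR-catalysed, NADPH-driven DTNB reduction monitored via TNB absorbance. Enzyme dispensed at 20 nM; compound exposure 15 min at room temperature before reaction start.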
An asterisk follows results filed as active; u = inconclusive; x = no result given; [ ] = dose if it differs, or a comment. Unless noted, the call rests on the fitted dose curve; in most records, active means well fitted curve in the direction sought with a large enough effect; inconclusive means small, poorly fitted or top-dose-only effect, or another doubt; inactive means no such curve, though single readings can be large; an effect the other way counts as inactive or inconclusive. Unless noted, on the % scale 0 is the no-effect control and ±100 the full control effect.

Sample of the layout, 3 compounds:
Values in the order – LmPK inhibitor, AmpC inh detg, AmpC no deterg, Tb PYK inh, HCMV inh, AMA1-RON2 inh, Sm TGR inh
COC1(c2ccccc2)NC(=S)NN=C1c1ccccc1 (stereo unspecified)
→ 3%, -2%, -41%, -8%, -5, 2%, -1%
CCOC(=O)CSC1=C(C#N)C(c2ccc(C)cc2)C(C(=O)OC)C(=O)N1 (stereo unspecified)
→ 5%, -13%, 1%, -7%, -17, 0%, 5%
Cc1ccc(S(=O)(=O)N2CCCC2)s1
→ 0%, 0%, -3%, 1%, 17, 1%, -1%

The whole of this part, repeating the preview:
Values in the order – LmPK inhibitor, AmpC inh detg, AmpC no deterg, Tb PYK inh, HCMV inh, AMA1-RON2 inh, Sm TGR inh
COC1(c2ccccc2)NC(=S)NN=C1c1ccccc1 (stereo unspecified)
→ 3%, -2%, -41%, -8%, -5, 2%, -1%
CCOC(=O)CSC1=C(C#N)C(c2ccc(C)cc2)C(C(=O)OC)C(=O)N1 (stereo unspecified)
→ 5%, -13%, 1%, -7%, -17, 0%, 5%
Cc1ccc(S(=O)(=O)N2CCCC2)s1
→ 0%, 0%, -3%, 1%, 17, 1%, -1%
COc1ccc(C(=O)Nc2ccc(NC(C)=O)cc2)cc1S(=O)(=O)N1CCCCC1C (stereo unspecified)
→ x, -4%, -28%, 0%, x, -10%, -9%
N#CCSc1nn(-c2ccc(F)cc2)c(=S)s1
→ 6%, 3%, -29%[11.4 µM], -23%, -18, -11%, 9%
Cc1ccc(NC(=O)CSc2nc(-c3ccccc3Cl)nc3cc(=O)[nH]n23)c(C)c1
→ x, -5%, x, 5%, -14, x, 0%
CCOc1cccc(NC(=O)C2CC(=O)N(C)C(=Nc3ccccc3)S2)c1 (stereo unspecified)
→ 6%, 4%, 12%, -5%, 2, -18%, -3%
Cc1ccc(S(=O)(=O)N2C[C@]3(O)C[C@@H]4C(=O)N(c5ccccc5)C(=O)[C@@H]4C[C@]3(OC(=O)Nc3c(C)noc3C)C2)cc1
→ x, x, x, -1%, -23, 4%, x
O=C(c1ccccc1)c1ccsc1C(=O)c1ccccc1
→ x, x, x, -9%, -11, 0%, x
CCOc1ccc(-n2nc(CO)c(C(=O)NCc3cccc(OC)c3)n2)cc1
→ x, -4%, x, 1%, 70, x, -5%
O=C(Nc1ccccn1)c1ccc(Cl)s1
→ -7%, 3%, -11%, 2%, x, -3%, -18%
Cn1c(-c2ccc3c(c2)OCO3)cnc1NCc1ccccc1Cl
→ -2%, -10%, -5%, -17%, -18, u, x
CC1(C)CC(=O)C2=C(C1)N(Cc1ccccc1)C(=O)C2(O)C(F)(F)F (stereo unspecified)
→ 1%, -5%, 16%, 2%, 54, 15%, -23%
O=C(c1cc(-c2ccccc2)on1)N1CCN(C(=O)c2ccco2)CC1
→ -7%, u, 0%, -19%, -26, -1%, -29%
CCc1ccc(C=C2SC(=S)N(CCCC(=O)Nc3ccc(C(=O)O)cc3)C2=O)cc1
→ x, x, x, -4%, u, -4%, x
CCCNC(=O)c1cc2c3ccccc3n(C)c2s1
→ 5%, -9%, -25%, -5%, 76, -9%, 3%
CN(Cc1cn(C)nc1-c1cccc(Cl)c1)C1CCOCC1
→ 2%, -7%, -10%, 2%, 19, 0%, u
CN1CCN(NC(=O)c2cc(S(=O)(=O)Nc3ccc(Cl)cc3)ccc2Cl)CC1
→ -3%, 5%, 24%, -2%, -34, 22%, -35%
CCSc1nc2c(sc3ccccc32)c(=O)n1C(C)C
→ -6%, -2%, -5%, 5%, 3, 4%, 4%
c1cc(CNC2=NCCCCC2)ccn1
→ 4%, u, -34%, -3%, 12, 18%, 44%[activator]
Cc1ccc(C)c(OCCC(=O)OCC(=O)NNC(=O)c2ccccc2)c1
→ x, u, -17%, -7%, -20, 105%[activator], -8%
O=C(COC(=O)c1cc(Br)ccc1O)Nc1cccnc1Cl
→ x, -22%, -5%, 3%, -21, 1%, -4%
CC(=O)c1ccc(OC(C)C(=O)Nc2cccc(S(=O)(=O)NCc3ccco3)c2)cc1 (stereo unspecified)
→ x, x, -22%, -2%, 3, -13%, x
O=C(NCc1ccccc1Cl)c1csc(COCCO)n1
→ x, x, x, 2%, 27, -6%, x
O=c1[nH]c(O)c(/C=C2\C=Nc3ccc(OCc4ccccc4)cc32)c(=O)[nH]1
→ 7%, u, -31%, -3%, -17, 5%, u
O=C(Nc1ccc(Oc2ccccc2)cc1)c1csc(COCCO)n1
→ x, x, x, 4%, -81*, -4%, x
CCOc1ccccc1N1C(=O)c2ccc(C(=O)O)cc2C1=O
→ -1%, -9%, -10%, 4%, -23, 7%, 6%
COc1ccc(C(=O)Nc2ccc(C(=O)NCCc3ccc(OC)c(OC)c3)cc2)cc1
→ 8%, 3%, -11%, -7%, -11, 12%, 0%
O=C(CNC(=S)NC(=O)c1ccccc1)c1ccccc1
→ 2%, u, -42%, -11%, 13, 38%[activator], -8%
Cc1c(Cl)cn2c(=O)cc(CN3CCN(c4ccc(F)cc4)CC3)nc2c1Cl
→ 11%, 6%, -30%, x, x, x, 50µM*
Cc1c(Cl)cccc1NC(=O)CN(CCc1ccccc1)S(=O)(=O)c1ccccc1
→ x, 17%, x, 12%, -11, x, -4%
Cc1ccn2c(=O)nc(SCC(=O)NC3CCCC3)nc2c1
→ x, u, -8%, -2%, -27, -1%, -7%
CC(=O)Nc1cccc(NC(=O)Nc2cccc3ccccc23)c1
→ -8%, 3%, 14%, 3%, 9, -4%, -23%
CCCCCn1c(CN2CCN(C(=O)OCC)CC2)nc2c1c(=O)[nH]c(=O)n2C
→ -1%, 0%, 4%, 0%, -1, 4%, -9%
CC(=O)Nc1ccc(NC(=O)CSc2nc3c(=O)n(C)c(=O)n(C)c3n2C)cc1
→ x, u, -7%, -11%, -15, 4%, -3%
COc1ccc(S(=O)(=O)N2CCCCC2)cc1NC(=O)C1CC(=O)N(Cc2ccccc2)C1 (stereo unspecified)
→ x, -4%, 67%[activator], 4%, -7, 3%, 2%
COc1cccc(S(=O)(=O)Nc2cccc(C(=O)N3CCOCC3)c2)c1
→ 0%, 1%, 0%, 0%, -7, 19%, 0%
NC(=O)C1CCCN(C(=O)c2ccc(Cl)c(S(=O)(=O)N3CCc4ccccc43)c2)C1 (stereo unspecified)
→ x, 0%, 146%[activator], 4%, u, -4%, -7%
COc1ccc(CCNC(=O)c2ccc(=O)[nH]c2)cc1
→ -2%, -4%, -17%, -2%, -7, 0%, -2%
CCOC(=O)c1ccc(N2C(=O)CC(N3CCCC(C)C3)C2=O)cc1 (stereo unspecified)
→ 2%, -11%, 5%, 0%, 7, 1%, 25µM*
COc1ccc(Cn2nnc3c(=O)[nH]c(C4CCN(C(=O)c5ccccc5Cl)CC4)nc32)cc1
→ 5%, -13%, -10%, -7%, 0, -8%, -12%
O=C(N/N=C/c1ccc(N2CCCCC2)o1)c1ccccc1
→ -13%, -1%, -39%, 22µM*, 24, -1%[11.6 µM], 7.9µM*
CC(=O)N1CCN(Cc2cc(=O)n3cc(Cl)c(C)c(Cl)c3n2)CC1
→ 5%, -14%, 8%, 1%, 9, 17%, 1%
CCC(=O)Nc1cccc(NC(=O)c2cccc([N+](=O)[O-])c2)c1
→ -8%, 2%, -15%, 0%, 22, 0%, 3%
O=C(NCc1ccco1)C1CC(c2ccc(Cl)c(Cl)c2)=NO1 (stereo unspecified)
→ 4%, 0%, 0%, 4%, 10, -9%, 7%
Cc1ccc(C)c(CN2C(=O)CSc3ccc(C(=O)NCCc4ccc(Cl)cc4)cc32)c1
→ x, -1%, x, -3%, 15, x, -2%
CN(CC(=O)Nc1ccc(F)c(F)c1F)C(=O)c1ccc(N2CCCC2=O)cc1
→ x, x, -7%, 0%, 31, 20%, x
Cc1cc(C)c2c(N)c(S(=O)(=O)c3ccccc3)sc2n1
→ 7%, -3%, 19%, -3%, -11, 17%, 0%
COc1ccc(CCNC(=O)[C@@H]2C[C@H]2c2ccccc2)cc1OC
→ -4%, -8%, -12%, 2%, -2, -5%, -10%
Cc1nc2cc(-c3ccccc3)nn2c(C)c1CCC(=O)Nc1ccc(F)cc1F
→ x, 1%, x, 7%, -16, x, -8%
O=S(=O)(Cc1ccco1)Cc1nc(-c2ccc(Cl)cc2)cs1
→ 4%, 1%, 45%, 1%, -2, -7%, -32%
COc1ccc(C2C(C#N)=C(N)OC3=C2C(=O)CCC3)cc1OC (stereo unspecified)
→ 0%, 4%, -5%, 3%, -16, 28%, x
Cc1cc(=O)c2cc(C(=O)c3ccccc3)ccc2[nH]1
→ 2%, -1%, -28%, 3%, u, 13%, 9%
Cc1nc(NC(=O)C2CC2)sc1C(=O)Nc1ccccc1Cl
→ -6%, -15%, -28%, 0%, -104*, 24%, 3%
c1ccc(C2(CNc3ccccn3)CCCC2)cc1
→ 1%, -13%, -17%, 1%, -32, -13%, 1%
Cc1ccc(CN(C(=O)COc2cccc(Cl)c2)c2ccccn2)o1
→ x, 17%, x, -3%, -1, x, u
CC1CCCC(C)N1CC(C)(C)NS(=O)(=O)c1ccc(Cl)cc1 (stereo unspecified)
→ -4%, -2%, -13%, x, -2, -9%, 3%
Cc1cc([N+](=O)[O-])ccc1N=Nc1c(N)[nH]n(-c2ccccc2)c1=O
→ 0%, -12%, -24%, 1%, u, -11%, -8%
Cc1ccc(C)c(Cn2c3ccccc3c3cnn(CC(=O)NCc4ccccc4)c(=O)c32)c1
→ x, 20%, x, 1%, -3, x, 0%
CNC(=O)C1=C(C)NC(=S)NC1c1cccs1 (stereo unspecified)
→ 0%, 5%, -22%, -2%, -36, -7%, 2%
COc1ccc(-c2cc(C(=O)N3CCCC3)no2)cc1
→ -16%, 4%, 14%, -7%, 63, -15%, 75%[activator]
NC(=O)C1CCN(C(=O)CN(C2CCCCC2)S(=O)(=O)c2ccc(F)cc2)CC1
→ 5%, -6%, -5%, 7%, 1, 11%, 9%
COc1cc([N+](=O)[O-])ccc1NC(=S)Nc1cccc(C(=O)O)c1
→ 0%, 5%, -14%, -4%, 14, -4%, u
